Screening results from PubChem.
KDM5B inh: blocks human KDM5B histone demethylase activity; KDM5B demethylase, FDH-coupled NADH fluorescence (FDH is formaldehyde dehydrogenase); Potency, µM (top dose mostly 57.7 µM), inactives show at the top dose activity change, negative = inhibition, usual class: inhibitors; actives 2.6% (n = 220,000); active means well fitted inhibition curve with a large enough effect; inconclusive means small, poorly fitted or top-dose-only effect; inactive means no such curve, though single readings can be large or run the other way; further: 0% is about no effect; nearly all actives have a fitted effect of over 70% in size
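Coupled FDH/NAD⁺ fluorescence readout. KDM5BΔAP 200 nM final; compound titration, 10 min RT preincubation; substrate mix 12.5 µM H3K4me3, 25 µM 2-OG, 50 µM Fe(II), 100 µM ascorbate, 0.25 mM NAD⁺, 0.25 U/mL FDH; ΔRFU over 30 min.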
Starred values were filed as active, the others as inactive; i = inactive; u = inconclusive; [ ] = remark or other dose. Potency means the concentration at half of the fitted maximal effect. The list is partial (hit frequency here may not be typical).

cpd	mol	KDM5B inh
1	Cc1cc(C(=O)OCC(=O)Nc2cccc(C)c2C)c2ccccc2n1	9%
2	Cc1cc(C)n(-c2ccc(C(=O)OCC(=O)NC3CCS(=O)(=O)C3)cc2)n1 (stereo not drawn)	5%
3	N#Cc1ccccc1N=Cc1ccc(Cl)cc1Cl	22%
4	c1ccc(-c2c3c(nc4ccccc24)CCSC3)cc1	-22%
5	Cc1ccc(OCCSc2nc3ccccc3n2CCC(=O)O)cc1	-27%
6	Cc1cnc(C2CC2)n1C1CCCN(C(=O)C(C)C)C1 (stereo not drawn)	19%
7	O=C([C@H]1C[C@H](Oc2cccnc2)CN1C(=O)c1nccc2ccccc12)N1CCOCC1	-17%
8	CC(C)CCSc1nc2c(c(=O)[nH]c(=O)n2C)n1CC(O)COc1ccc(Cl)cc1 (stereo not drawn)	-3%
9	CCCCCCCCSCC(=O)O	-7%
10	CCOc1ccc(NC(=O)CSC2=Nc3ccccc3C3=NC(CCC(=O)NCc4ccccc4)C(=O)N23)cc1 (stereo not drawn)	-2%
11	Cc1ccc(-c2cc(N3CCCN(C(=O)c4ccccn4)CC3)n[nH]2)cc1C	-1%
12	CCn1c(SCC(=O)N(C)Cc2ccc(-c3ccc(Cl)cc3)o2)nnc1C1CC1	-16%
13	CN1CCCCCCN(C(=O)Nc2ccc3c(c2)OCCO3)CCC1=O	-8%
14	C=Cc1ccc(Cn2c(C(=O)O)c(CNCc3ccccc3)c3ccc(OC)cc32)cc1	u
15	COc1ccc(Br)cc1C(C[N+](=O)[O-])c1c(N)n(C)c(=O)n(C)c1=O (stereo not drawn)	-50%
16	CCCC(=O)Nc1ccc(C(=O)Nc2ccc3c(c2)nc(CCn2ccnc2C)n3C)cc1	16%
17	Cc1ccc2c(C)c(C(=O)N3CCCn4cncc4C3)oc2c1	18%
18	CN(C)C[C@H]1C[C@H](CO)CN(C(=O)c2cccc(CCC(C)(C)O)c2)C1	-6%
19	Cc1noc(C)c1CCC(=O)Nc1nc(-c2ccc3c(c2)CCO3)cs1	0%
20	c1cnc(-c2n[nH]c(C3CCCCN3)n2)cn1 (stereo not drawn)	u
21	CSc1ccc(Cn2nnc(C(=O)Nc3ccc(C)cc3Cl)c2N)cc1	u
22	CCOc1ccc(S(=O)(=O)NCCc2sc(-c3ccc(C)cc3)nc2C)cc1	u
23	CC(C)CNC(=O)N1C[C@@H](Oc2cccnc2)C[C@H]1C(=O)N1CCOCC1	-18%
24	CCOC(=O)c1ccc(NC(=O)c2c(NCc3cccs3)sc3c2CCCC3)cc1	u
25	Cc1ccc(C(=O)NCc2nc(C)cs2)c(C)c1	15%

Ordered by length of the SMILES (descending): part of the list above.
cpd	mol	KDM5B inh
11	Cc1ccc(-c2cc(N3CCCN(C(=O)c4ccccn4)CC3)n[nH]2)cc1C	-1%
3	N#Cc1ccccc1N=Cc1ccc(Cl)cc1Cl	22%
9	CCCCCCCCSCC(=O)O	-7%

Values in list order from the list.
KDM5B inh for nos. 8–18 → -3%, -7%, -2%, -1%, -16%, -8%, u, -50%, 16%, 18%, -6%

Following part.
cpd	mol	KDM5B inh
26	Cc1ccc(C(=O)Nc2ccccc2-c2nc(Cc3ccccc3)no2)cn1	10%
27	Cc1ccc(Cl)cc1N1CCN(C(=O)c2noc3c2CCCC3)CC1	-13%
28	CN(Cc1ccc(Br)cc1)C(=O)CN1CCCC1c1ccc2c(c1)OCCO2 (stereo not drawn)	9%
29	CNC(=O)N1CCC2(CC1)CN(C(C)=O)CC2COC (stereo not drawn)	20%
30	CCCCN1C(=O)N(c2ccccc2Cl)C(C)(O)CC1(C)C (stereo not drawn)	26%
31	CCOCCn1c(=O)n(Cc2noc(C(C)(C)C)n2)c2cc(C(=O)O)cnc21	-16%
32	COc1ccc(C(=O)N2CCc3ccc(C(=O)NCc4cccc(C)c4)cc32)cc1	u
33	COc1cccc(NC(=O)Cn2c(=O)n(-c3ccc(Cl)cc3)c(=O)c3sc4ccccc4c32)c1	u
34	COc1ccc(CNC(=O)c2ccc3c(c2)N(C)C2CCCCN2C3=O)c(OC)c1 (stereo not drawn)	u
35	Brc1cccc(Oc2ccc3nnnn3n2)c1	-7%
36	COc1ccc(CN(C)Cc2csc(C)n2)cc1CN1CCCC1	9%
37	O=[S+]([O-])(c1cccnc1)c1nnn2c1nc(NCc1ccncc1)c1ccccc12	-18%[115 µM]
38	CCn1cc(C(=O)N(C)Cc2ccccc2)c(=O)c2cc(S(=O)(=O)N3CCCCCC3)ccc21	-5%
39	COc1ccc(S(=O)(=O)Nc2ccccc2CCc2nc3ccccc3n2C)cc1	0%
40	N#Cc1cccnc1N1CCN(Cc2ccccc2F)C(CCO)C1 (stereo not drawn)	u
41	CC1CCCC(NC(=O)Cc2cccc3ccccc23)C1C (stereo not drawn)	19%
42	O=C(COC(=O)c1ccc2ccccc2n1)Nc1cc(Cl)cc(Cl)c1	-9%
43	COc1ccc(C(=O)N2CCC(N3CCCCCC3)CC2)cc1	u
44	O=C(C[C@@H]1CCNC[C@@H]1Cc1cc(CSc2ccccc2)on1)NCc1cccs1	-1%
45	CNC(=O)N1CCC(C2CCN(C(=O)c3cnccc3C)C2)CC1 (stereo not drawn)	-1%
46	Cc1csc(NC(=O)CSc2ccc([N+](=O)[O-])cn2)n1	-3%
47	O=C1CC2(CCN(C(=O)c3cnn4ccccc34)CC2)CN1Cc1ccccc1	20µM*
48	Cc1ccc(-c2nc3ncccc3o2)cc1NC(=O)c1ccccc1Br	118%[activator]
49	CCOc1cc(C(=O)Nc2cc3c(cc2N2CCOCC2)n(C)c(=O)n3C)cc(OCC)c1OCC	14%
50	CCCCSCCCNC(=O)C1CCC(CNS(=O)(=O)c2c(C)cc(C)cc2C)CC1 (stereo not drawn)	-15%
51	COCCC(=O)N1Cc2c(ncn2Cc2ccccc2)C[C@H]1C(=O)OC	u
52	CCn1c(Cn2nnc(-c3ccc(C)cc3)n2)nc2cc(S(=O)(=O)N3CCCCC3)ccc21	12%
53	O=c1c2cnn(-c3ccc(F)cc3)c2ncn1Cc1ccc(F)cc1	2%
54	COC(=O)c1ccc2nc(C[C@@H]3C[C@@H](C(C)C)[C@H](CNC(=O)c4ccccc4)C=C3C)[nH]c2c1	u
55	O=C(c1cn2cc(Cl)ccc2n1)N1CCc2nc(-c3ccccc3)[nH]c2C1	-27%
56	Cc1c(CC(=O)N2CCN(c3ccccn3)CC2)c(=O)oc2cc(O)ccc12	i
57	O=C(CSc1nc(-c2cccs2)cc(C(F)(F)F)n1)NC1CCCCC1	22%
58	CCOc1ccc(S(=O)(=O)NCCC(=O)N(C)CC(=O)Nc2ccc(OC)cc2)cc1	14%
59	Cc1ccc(/C=C(/C#N)C(=O)NC2CCCC2)cc1C	15%
60	N#Cc1ccc(NC(=O)CNc2cc(S(=O)(=O)N3CCCCC3)ccc2N2CCCCC2)cc1	3%
61	O=S(=O)(c1ccc(F)cc1)n1cc(Cl)cn1	2%
62	COCCn1cnc2c1c(=O)n(CC(=O)Nc1ccc3c(c1)OCCO3)c(=O)n2CC(C)C	19%
63	COc1ccc(-c2noc(Cn3cnc4c(nnn4-c4ccc(F)cc4)c3=O)n2)c(OC)c1	18%
64	CC(C)CNC(=O)N1CCN(S(=O)(=O)c2ccc3c(ccn3C)c2)CC1	-26%
65	CCCC(=O)N1CC2(C)CN(C(=O)CCC)CC(CCC)(C1)C2=O	-1%
66	N#Cc1ccccc1Cn1c(=O)n(-c2ccccc2)c(=O)c2c3c(sc21)CCC3	4%
67	O=C(c1cc2cc(F)ccc2[nH]1)N1CCN(c2cccc(Cl)c2)CC1	u
68	O=C(c1ccccc1)N1N=C(c2ccccc2O)CC1c1ccc(Br)cc1 (stereo not drawn)	3%
69	Cc1noc(-c2ccc(OC3CN(C(=O)Cc4ccsc4)C3)cc2)n1	-20%
70	Cc1cccc(NC(=O)CCc2c(C)nc3nc(CNC(=O)c4cccc(F)c4)nn3c2C)c1	9%
71	Cc1ccc(C2CC(=O)Nc3c2c(C)nn3-c2ccc3nncn3n2)cc1C (stereo not drawn)	-2%
72	Cn1cccc1C(=O)N1CC(c2nc(CCOCC3CCCC3)no2)C1	-9%
73	COc1ccc(-c2ccc(C#N)c(SCC(=O)Nc3ccccc3Cl)n2)cc1	u
74	CC(C)(C)c1cc(C=NCc2ccccc2)cc(C(C)(C)C)c1O	16%
75	COc1cc(C(C)N)ccc1OCC(F)(F)F (stereo not drawn)	12%

Ordered by the number under KDM5B inh (low to high): 3 from the list above.
cpd	mol	KDM5B inh
71	Cc1ccc(C2CC(=O)Nc3c2c(C)nn3-c2ccc3nncn3n2)cc1C (stereo not drawn)	-2%
61	O=S(=O)(c1ccc(F)cc1)n1cc(Cl)cn1	2%
74	CC(C)(C)c1cc(C=NCc2ccccc2)cc(C(C)(C)C)c1O	16%

Additional results follow.
cpd	mol	KDM5B inh
76	Cn1cccc1CN1C[C@@H](CO)[C@H](c2ccncc2)C1	u
77	Cc1c(C(=O)NCc2ccccc2)oc2c1-c1[nH]ncc1CC2	u
78	CN(c1ccccc1)c1ccc(/C=N/Nc2ccc(S(N)(=O)=O)cc2[N+](=O)[O-])cc1	17%
79	COc1cccc(CN2CCC(N3C(=O)C4(CCCCC4)C3c3ccncc3)CC2)c1OC (stereo not drawn)	u
80	Cn1c(=O)c2c(n3c4ccccc4nc13)NC(=O)CC2c1cccc(F)c1 (stereo not drawn)	u
81	O=C(CSc1ncnc2ccccc12)Nc1cc(C(F)(F)F)cc(C(F)(F)F)c1	-1%
82	CCN1c2cc(C(=O)NCc3ccc(Cl)cc3)ccc2C(=O)N2CCCCC21 (stereo not drawn)	u
83	COc1cc(/C=N/Nc2ccc(Cl)c(C(=O)O)c2)ccc1OC(=O)c1ccc(F)cc1	391%[activator]
84	CN1C(=O)CC(C(=O)O)C12CCN(Cc1ccc(CCC(C)(C)O)cc1)CC2 (stereo not drawn)	-8%
85	Cc1cc(NC(=O)N2CCCC(Cn3cnc4cccnc43)C2)ccc1Br (stereo not drawn)	11%
86	CCCCC(=O)Nc1ccc(Cl)c2ncccc12	129%[activator]
87	CCCCCNc1nc2ccccc2nc1NS(=O)(=O)c1cccc(C)c1	u
88	Fc1ccccc1-c1nnc(SCc2cn3ccccc3n2)n1C1CC1	-3%
89	Cc1ccc(Cl)cc1N1CCN(C(=O)c2sc3nc4n(c(=O)c3c2C)CCC4)CC1	1%
90	CCOC(=O)N1CCC(NC(=O)c2c(C)nn(-c3ccc(C)cc3)c2-n2cccc2)CC1	u
91	COc1ccc(OC)c(CCNC(=O)c2ccc(CS(=O)(=O)c3ccc(Br)cc3)o2)c1	7%
92	Cc1ccc(OCC(=O)N[C@@H]2CCOC[C@H]2Oc2cccc(F)c2)cc1C	16%
93	CC(C)(C)c1ccc(OCc2nn3c(-c4cccnc4)nnc3s2)cc1	6%
94	CC(C)CN1CCC(NC(=S)NCc2ccc(F)cc2)CC1	12%
95	COc1ccc(OC(=O)c2cc3cc(Cl)ccc3oc2=O)cc1	4%
96	CS(=O)(=O)N(C1CCOCC1)C1CN(C(=O)NCc2ccccc2)C1	31%
97	Cc1cc(C(=O)NC(C)c2ccc(F)c(F)c2)c2cnn(C(C)C)c2n1 (stereo not drawn)	u
98	Cc1nc(-c2ccc(Cl)cc2)n(Cc2cc(F)cc(F)c2)c(=O)c1CCO	-27%
99	O=C(O)C1=NOC2CN(C(=O)c3ccc(C(F)(F)F)cc3)CC12 (stereo not drawn)	0%[149 µM]
100	CCCc1noc(-c2cn(C3CCN(C(=O)c4cc(F)ccc4F)CC3)nn2)n1	0%
101	CC1(c2ccccc2)N(Cc2ccccc2)C(=O)OC12CCN(Cc1ccncc1)CC2 (stereo not drawn)	-19%[86.2 µM]
102	Cc1ccc(NC(=O)[C@H](Cc2ccccc2)N2Cc3ccccc3C2=O)cc1F	1%
103	O=C(N[C@H]1CCN2C(=O)c3cc(-c4ccsc4)ccc3NC(=O)[C@@H]2C1)c1cccs1	22µM*
104	O=C(COC(=O)/C=C/c1ccc(C(F)(F)F)cc1)NC1CCCC1	33%
105	Cc1c(CNCCc2ccc(S(N)(=O)=O)cc2)c(C(=O)O)c(C)n1Cc1ccc(Cl)cc1	-17%
106	CN1CC(=O)N(C2CCCNCC2)Cc2c(NC3CCCCC3O)ncnc21 (stereo not drawn)	u
107	Cn1cc(S(=O)(=O)N2CCCCCC2)cc1C(=O)NCc1ccccc1Cl	u
108	CCC(C)NC(=O)CN1C(=O)N(c2ccc(C(C)C)cc2)S(=O)(=O)c2ccccc21 (stereo not drawn)	27%
109	CN1C(=O)c2cccn2CC1CNC(=O)c1cc(-c2ccccc2)n[nH]1 (stereo not drawn)	12%
110	COC(=O)[C@@H](Cc1cccnc1)NC(=O)[C@H]1CN(C(=O)c2cccnc2)CCN1C(=O)C1CCCCC1	-6%
111	CCOC(=O)N1CCN(c2nc(-c3ccccc3)c3cc(C)ccc3n2)CC1	u
112	CCCC1CCC(c2ccc(C(=O)Oc3ccc(C)nc3)cc2)CC1 (stereo not drawn)	25%
113	CC(NC(=O)c1csc2ccccc12)C1CC2CCC1C2 (stereo not drawn)	14%
114	Cc1cc(C(=O)OCC(=O)NCC(F)(F)F)c2ccccc2n1	u
115	O=Cc1ccc(OCc2ccc(Cl)cc2Cl)c(Br)c1	16%
116	CC(C)c1ccc(-c2nc(C3CC(=O)N(c4ccc(F)c(Cl)c4)C3)no2)cc1 (stereo not drawn)	-1%
117	Cc1ccccc1-c1nc2c3c4c(sc3ncn2n1)CN(C)CC4	u
118	O=[N+]([O-])c1ccccc1S(=O)(=O)Nc1ccccc1	-18%
119	CCc1ccc(CN2CCC(Oc3ccc(C(=O)N4CCCC4)cc3)CC2)cc1	-10%
